# Rab7 wt GTP bind: dog Rab7 wildtype GTP binding, inhibitors and activators | GTP binding activity (percent of control), % at 10 µM | 190,000 tested, 0.055% active | AID 758 | GST-Rab7 beads, fluorescent GTP binding, flow cytometry; actives lie on both sides; untreated = 100%, excess cold GTP = 0%;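 active = fluorescent GTP binding to Rab7 beads changed by at least 20 points from the 100% baseline, either direction, mostly lower; inconclusive = compound itself probably fluorescent, or too few beads counted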;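 also: median green fluorescence of bound Bodipy-FL-GTP per Rab7 bead population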
# Bim-Mcl-1: inhibitors of Bim-Mcl-1 interaction, human | Bead-based flow cytometry, Bim peptide-Mcl-1 binding | inhibition, % at 10 µM | 190,000 tested, 0.1% active | AID 1009; in the data active = inhibition above about 40%;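 also: 0% = no compound tracer wells and 100% = peptide blocker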
# Target sequence (Q07820 whole entry, looked up): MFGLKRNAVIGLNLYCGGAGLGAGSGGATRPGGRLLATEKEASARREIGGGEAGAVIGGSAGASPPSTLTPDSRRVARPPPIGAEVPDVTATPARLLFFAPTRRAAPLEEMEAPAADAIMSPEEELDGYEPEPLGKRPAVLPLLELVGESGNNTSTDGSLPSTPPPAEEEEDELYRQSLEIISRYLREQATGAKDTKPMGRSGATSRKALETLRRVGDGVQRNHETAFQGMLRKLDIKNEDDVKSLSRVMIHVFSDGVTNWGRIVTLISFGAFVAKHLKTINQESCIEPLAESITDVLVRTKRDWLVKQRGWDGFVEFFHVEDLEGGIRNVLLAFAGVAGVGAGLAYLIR
# Rac1 act GTP bind: human Rac1 activated mutant GTP binding change; P63000; GST-Rac1 activated beads, fluorescent GTP binding, flow cytometry; actives lie on both sides; 100% means binding = to untreated wells; percent activity (GTP binding), % at 10 µM; 190,000 tested, 0.11% active; AID 764;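 active = GTP binding at least 20 percentage points away from the 100% baseline, in either direction, so actives lie on both sides; inconclusive = Compound likely fluorescent itself, or too few beads counted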
# Avidin bead fluor: avidin bead compound fluorescence profile; Avidin beads, compound fluorescence 488/530 nm, flow cytometry; stronger effect = higher value; 220,000 tested, 0.38% active; fluorescence (KMESF) at 10 µM; in the data active = fluorescence above about 47; also: inactives centre near 10
# Rab2A wt mod: changes GTP binding to wildtype dog Rab2A, up or down. P61105. GST-Rab2 wt beads, Bodipy-GTP binding, flow cytometry. GTP binding activity, % at 10 µM. 190,000 tested, 0.19% active;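 active = GTP binding activity at least 20 points away from 100%, either lowered or raised; inconclusive = signal likely due to the compound's own green fluorescence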;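 also: 0% = beads with excess unlabeled GTP and 100% = no-compound control corrected for plate trend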
# Mcl1 Noxa PPI: Mcl-1/Noxa interaction inhibition; TR-FRET Mcl-1/Noxa peptide binding, 2 h; Q07820; 220,000 tested, 1.5% active; inhibition, % at 21.7 µM;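 active = compounds that cut the protein-peptide binding signal by more than 50% relative to plate controls in a single-dose test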;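 also: His-tagged Mcl-1 with rhodamine Noxa BH3 peptide and terbium anti-His antibody; 0% = Mcl-1 plus Noxa peptide wells and 100% = peptide-only wells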
# Pf gametocyte: inhibitors of late stage P. falciparum gametocyte viability. P. falciparum stage V gametocytes, ATP luminescence, 24 h. 150,000 tested, 0.065% active. inhibition, % at 10.9 µM;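 active = inhibition above the mean plus 3 SD of compounds within the control limits, set per campaign, cut at about 38% in these data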;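 also: 0% = DMSO wells and 100% = medium only without gametocytes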
# Rac1 wt modul: human Rac1 wildtype GTP binding, inhibitors and activators | P63000 | AID 757 | 190,000 tested, 0.27% active | GTP binding activity (% of control), % at 10 µM | GST-Rac1 beads, fluorescent GTP binding, flow cytometry; actives lie on both sides; 0 = cold GTP competed, 100 = untreated;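 active = GTP binding activity at least 20 points away from the 100% control level, either lower or higher; inconclusive = compound flagged as likely green fluorescent, judged across all proteins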
# Cdc42 wt GTP: modulators (inhibitors or activators) of GTP binding to human Cdc42 wildtype; P60953; GST-Cdc42 beads, Bodipy-GTP binding, flow cytometry; actives lie on both sides; percent activity (GTP binding), % at 10 µM; 190,000 tested, 0.2% active; AID 761;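 active = percent activity GTP binding at least 20 points away from the 100% baseline, either down as inhibitor or up as activator; inconclusive = compound flagged as likely green fluorescent from well-wide comparison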;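 also: median bead fluorescence of bound Bodipy-FL-GTP at 100 nM; 0% = excess unlabeled GTP control and 100% = no compound control; below 100% means less GTP binding so inhibitor and above means activator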
# Target sequence (P60953 whole entry, looked up): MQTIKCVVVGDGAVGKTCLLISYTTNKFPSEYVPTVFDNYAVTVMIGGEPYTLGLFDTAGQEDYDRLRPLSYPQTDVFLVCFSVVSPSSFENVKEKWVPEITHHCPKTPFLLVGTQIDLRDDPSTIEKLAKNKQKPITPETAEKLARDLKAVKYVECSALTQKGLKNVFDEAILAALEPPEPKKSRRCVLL
# HRas wt GTP: changes GTP binding to wildtype human HRas; AID 759; P01112; 190,000 tested, 0.14% active; GST-Ras wt beads, Bodipy-FL-GTP binding, flow cytometry; actives lie on both sides; GTP binding activity, % at 10 µM;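 active = GTP binding activity at least 20% away from the 100% baseline, either lowered as inhibitor or raised as activator; inconclusive = flagged as likely green fluorescent, judged across all proteins in the well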;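 also: 0% = unlabeled GTP competition control and 100% = no-compound control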
# Target sequence (P01112 whole entry, looked up): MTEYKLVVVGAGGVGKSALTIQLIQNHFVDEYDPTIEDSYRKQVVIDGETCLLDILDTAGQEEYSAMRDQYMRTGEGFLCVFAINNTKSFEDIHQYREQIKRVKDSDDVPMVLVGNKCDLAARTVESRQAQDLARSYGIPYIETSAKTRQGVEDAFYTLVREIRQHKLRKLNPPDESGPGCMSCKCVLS
# Mcl1-Bid inh: disrupts binding of human Mcl-1 to Bid peptide; TR-FRET Mcl-1/Bid-Dy647 peptide binding, 1536-well; 220,000 tested, 0.97% active; Q07820; inhibition, % at 21.7 µM;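 active = compounds that cut the binding signal by more than half at the single screening dose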;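 also: His-tagged Mcl-1 with europium anti-His antibody binding Bid BH3 peptide; 0% = Mcl-1 plus peptide wells and 100% = peptide-only wells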
# An asterisk follows results filed as active; ? = inconclusive; . = not tested or not shown.
SMILES,Rab7 wt GTP bind,Bim-Mcl-1,Rac1 act GTP bind,Avidin bead fluor,Rab2A wt mod,Mcl1 Noxa PPI,Pf gametocyte,Rac1 wt modul,Cdc42 wt GTP,HRas wt GTP,Mcl1-Bid inh
CC(C)N(Cc1nc(-c2ccccc2)no1)C(=O)CN1C(=O)c2ccccc2C1=O,103,4,94,20,95,-2,9,99,99,98,2
CCOC(=O)Cn1nnc(-c2cccc(OC)c2)n1,95,-1,96,8,97,16,.,100,101,98,2
C=CCOc1ccccc1/C=C/C(=O)O,98,0,99,8,104,17,.,101,104,105,-4
O=C(COc1ccc(S(=O)(=O)NC2CCCCC2)cc1)N1CCN(c2ccc(F)cc2)CC1,96,0,94,6,97,25,.,94,95,96,-13
Cc1cccc(C)c1NC(=O)C(c1ccccc1)N1CCN(C(=O)c2ccco2)CC1 (configuration not stated),102,2,99,11,99,-8,.,107,100,100,-6
COc1ccc(C(=O)/C=C/c2ccccc2)c(OC)c1,106,-6,96,6,97,-6,.,98,94,96,4
Cc1ccc(Cn2nnc3c(=O)n(CC(=O)OCc4ccccc4)cnc32)cc1,95,2,98,5,98,10,6,99,96,96,-3
CCc1cccc(CC)c1-n1c(SCC(=O)N2CCc3ccccc3C2)nnc1-c1cccnc1,109,.,110,26,113,14,-60,112,100,111,-21
CC(C)NC(=O)CN1C(=O)C(=O)c2ccccc21,100,0,99,3,97,20,-5,100,97,96,2
CC(NC(=O)c1cc(Br)ccc1Br)c1ccccc1 (configuration not stated),104,-1,97,9,98,8,5,102,97,100,-29
O=C(C1=NN(c2ccccc2)C2C(=O)N(c3ccccc3Cl)C(=O)C12)c1ccccc1 (configuration not stated),97,-8,96,7,93,-40,5,96,94,94,-48
N#CC1=C(N)Oc2c(ccc3cccnc23)C1c1cccnc1 (configuration not stated),100,-4,97,31,100,-9,.,100,100,100,-21
COCc1cc(=O)[nH]c(/N=C(\N)Nc2ccccc2C)n1,99,-2,98,20,101,15,.,99,99,99,5
CCC(C)[C@H](NC(=O)Nc1cccc(Br)c1)C(=O)OC (some centres not stated),102,-5,99,3,101,1,-39,102,99,100,-17
COc1cc(NS(=O)(=O)c2ccc(F)cc2)c(OC)cc1NC(C)=O,101,-4,98,42,100,5,.,101,102,100,-34
N#C/C(=C\c1ccc(N2CCOCC2)o1)C(=O)NCC1CCCO1 (configuration not stated),94,0,98,11,93,9,15,101,95,96,-43
CCCC(=O)N/N=C1\CS(=O)(=O)N(C)c2ccsc21,94,3,96,10,97,2,12,98,100,96,-18
O=[N+]([O-])c1ccc(N2CCCC2)cc1NCc1ccccc1,97,-4,101,8,101,0,3,103,103,100,-45
O=C(c1cccs1)N1CCN(C(=O)c2ccco2)c2ccccc2C1,103,-2,101,31,102,-13,-51,107,101,102,-8
CCOC(OCC)P(=O)(c1ccccc1)c1ccccc1,101,-2,102,35,102,-3,9,106,106,104,-10
CCCCCCS(=O)Cc1ccccc1 (configuration not stated),99,0,99,10,100,5,.,107,103,104,-17
O=c1c(C/C=C/c2ccccc2)c(O)ccn1Cc1cccc(Cl)c1,97,-1,90,4,90,14,2,93,93,93,-15
Cc1ccc2nc(NC(=O)COC(=O)c3ccc(Br)o3)sc2c1,94,-1,99,16,99,-25,.,98,97,98,8
CCCCNS(=O)(=O)c1ccc(OC)cc1,99,0,96,2,95,-6,3,96,99,95,-6
CC(C)(Cc1ccc(O)cc1)NC(=O)CC(=O)N/N=C/c1ccc([N+](=O)[O-])cc1,103,-2,96,6,97,3,-7,100,95,97,-35
# Next section:
SMILES,Rab7 wt GTP bind,Bim-Mcl-1,Rac1 act GTP bind,Avidin bead fluor,Rab2A wt mod,Mcl1 Noxa PPI,Pf gametocyte,Rac1 wt modul,Cdc42 wt GTP,HRas wt GTP,Mcl1-Bid inh
O=C(c1ccc([N+](=O)[O-])s1)N1CCN(c2cccc(Cl)c2)CC1,102,-7,99,12,99,-22,2,104,100,100,-17
Clc1ccc(-c2nc3ccccn3c2CN2CCSCC2)cc1,101,0,93,8,98,14,-19,99,93,96,-7
Cc1cccc(-n2ncc3c(NCc4cccs4)ncnc32)c1,99,-4,96,8,100,4,.,96,97,99,6
CC1CC(C)CN(C(=O)CSc2ccsc2[N+](=O)[O-])C1 (configuration not stated),104,3,95,6,102,15,.,104,101,103,4
CNC(=S)NCc1ccc2[nH]c3c(c2c1)CCCC3,110,3,96,9,99,13,-18,100,96,99,-38
Cc1ccc(/C=N/NC(=O)CNC(=O)c2cccs2)o1,98,0,98,12,97,6,-10,99,98,97,-17
COc1ccc(C)cc1-n1nnnc1SCC(=O)NNC(=O)c1ccc([N+](=O)[O-])cc1,95,-2,97,7,96,20,11,98,95,94,-31
CC(C(=O)O)N1C(=O)C2C3CC(C2C1=O)C1C(c2ccccc2)c2sc(=O)[nH]c2SC31 (configuration not stated),96,0,96,3,96,12,13,95,93,95,-41
COc1cc(/C=C/C(=O)O)cc(S(=O)(=O)Nc2ccc3nc(SC)sc3c2)c1OC,99,-1,92,11,95,13,-5,95,91,96,-12
COc1ccc(CNC(=O)c2ccc(-c3ccccc3)cc2)cc1,97,1,98,8,99,4,.,97,95,96,1
Cn1nnnc1P(=O)(c1ccccc1)c1ccccc1,99,-2,96,4,98,0,13,101,98,96,-5
Nc1c(S(=O)(=O)c2cccc(Cl)c2)c2nc3ccccc3nc2n1/N=C/c1ccc(O)c(O)c1,?,13,80,10,76*,64*,.,79*,63*,63*,-12
Cc1cc(Nc2ccccc2)nc2cc(O)ccc12,104,0,100,4,102,23,.,105,102,104,-22
COc1ccc(S(=O)(=O)Nc2ccc3c(c2)OCO3)cc1C,103,-5,97,13,101,4,.,107,99,102,-23
CN(CCC#N)C(=O)CSc1nc2scc(-c3ccccc3)c2c(=O)[nH]1,97,1,97,5,97,15,-1,96,95,97,-63
COc1ccc(-c2n[nH]c(C)c2-c2ccc(OC)c(OC)c2)c(O)c1,100,-1,96,29,96,16,.,97,96,97,2
COC(=O)Cn1ncn2c(cc3oc(C)cc32)c1=O,105,3,102,12,104,-30,.,103,102,104,-56
Cc1cc(C)n2cc(CSCc3ccco3)nc2n1,99,-2,99,10,100,15,.,101,99,98,-16
COc1cccc(N2CCN(Cc3nc(N)nc(Nc4ccccc4)n3)CC2)c1,98,-2,94,7,95,14,2,94,97,96,-22
CC1CCCCC1NC(=O)/C(C#N)=C/c1ccc(OCC(N)=O)cc1 (configuration not stated),101,-3,99,16,101,10,18,104,100,102,3
CCOc1ccc(OCc2ccc(C(=O)N3CCCC3)o2)cc1,97,-2,98,15,97,-4,-1,103,100,99,-2
Cc1nn(-c2ncc(C(F)(F)F)cc2Cl)c(=O)n1-c1c(F)cccc1F,102,0,93,9,98,-14,4,97,97,97,-21
O=C(NCCO)c1ccc2nc(-c3ccco3)c(-c3ccco3)nc2c1,?,14,?,2,?,92*,.,?,?,?,-28
CCNc1nc(NC(C)C)nc(OCCOC(=O)Nc2ccccc2)n1,96,-5,96,27,95,-14,-12,97,90,94,6
CC(=O)NCCCC(=O)NC(CCC(=O)OCc1ccccc1)C(=O)OCc1ccccc1 (configuration not stated),104,-8,96,12,100,16,-39,96,98,97,-13
# Following part
SMILES,Rab7 wt GTP bind,Bim-Mcl-1,Rac1 act GTP bind,Avidin bead fluor,Rab2A wt mod,Mcl1 Noxa PPI,Pf gametocyte,Rac1 wt modul,Cdc42 wt GTP,HRas wt GTP,Mcl1-Bid inh
CCC(=O)Nc1ccc2nc(SCC(=O)N3CCCC3)sc2c1,98,-1,98,7,98,2,.,99,98,97,-17
COc1cc(C(=O)Oc2cccc(C)c2)cc(OC)c1OC,97,-5,99,13,101,-9,-30,105,103,102,-15
CCNC(=S)N1CCN(c2ccccn2)CC1,100,6,100,4,99,0,14,104,99,98,-43
Cc1cc(NS(=O)(=O)c2ccc(NC(=O)NC3CCCCC3)cc2)no1,102,-1,97,15,101,28,.,105,101,101,-3
O=C(Nc1ccc(F)cc1)C1CCCCC1,102,-2,99,13,100,-4,.,101,101,101,-3
CCCNC(=S)Nc1cccc(C(F)(F)F)c1,99,-6,98,11,100,-3,2,101,96,100,-46
CC(C)OCc1c(C(=O)Nc2nccs2)oc2ccccc12,92,-1,95,17,94,31,.,93,94,94,4
COc1ccccc1NC(=O)c1ccc(N)cc1,97,0,97,9,96,-2,-34,98,100,98,-14
CSc1nnc2c(n1)OC=Nc1ccccc1-2,97,-7,97,34,95,30,14,97,101,96,-4
Cc1c(Cl)cccc1NCC(=O)Nc1ccc(Cl)cc1F,101,-7,97,22,96,4,14,103,100,99,0
CCO/C=N/c1c(C#N)c2c(c(=S)n1C)COC(C)(C)C2,96,0,99,33,98,11,.,101,99,98,-55
OCC(O)C(O)C(O)C(O)C1NCCS1 (configuration not stated),109,0,99,11,103,-8,.,112,99,104,-64

# Single records (already shown).
# Shown for `CCNC(=S)N1CCN(c2ccccn2)CC1` = Rab7 wt GTP bind = 100; Bim-Mcl-1 = 6; Rac1 act GTP bind = 100; Avidin bead fluor = 4; Rab2A wt mod = 99; Mcl1 Noxa PPI = 0; Pf gametocyte = 14; Rac1 wt modul = 104; Cdc42 wt GTP = 99; HRas wt GTP = 98; Mcl1-Bid inh = -43
# Shown for `Cc1cc(NS(=O)(=O)c2ccc(NC(=O)NC3CCCCC3)cc2)no1` = Rab7 wt GTP bind = 102; Bim-Mcl-1 = -1; Rac1 act GTP bind = 97; Avidin bead fluor = 15; Rab2A wt mod = 101; Mcl1 Noxa PPI = 28; Pf gametocyte = .; Rac1 wt modul = 105; Cdc42 wt GTP = 101; HRas wt GTP = 101; Mcl1-Bid inh = -3
# Shown for `O=C(Nc1ccc(F)cc1)C1CCCCC1` = Rab7 wt GTP bind = 102; Bim-Mcl-1 = -2; Rac1 act GTP bind = 99; Avidin bead fluor = 13; Rab2A wt mod = 100; Mcl1 Noxa PPI = -4; Pf gametocyte = .; Rac1 wt modul = 101; Cdc42 wt GTP = 101; HRas wt GTP = 101; Mcl1-Bid inh = -3

# Compound activity (PubChem)
